Assay outcomes: PubChem, National Center for Advancing Translational Sciences (NCATS)
TbPYK inhibitor: T. brucei pyruvate kinase inhibition; TbPYK enzyme, Kinase-Glo Plus ATP luminescence, 45 min; Potency, µM (top dose mostly 76.8 µM), for inactives: at the highest dose activity, negative = inhibition, hits mostly inhibitors; Q57TT1; 0.12% of 410,000 active; note: potency is the fitted concentration of half-maximal effect; nearly all actives have a fitted effect of over 50% in size
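T. brucei PYK with substrate was exposed to pin-transferred compounds across a concentration series, then started with 130 uM ADP (final). After 45 min at room temperature, Kinase-Glo Plus luminescence was read, normalized and curve-fitted.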
HCMV inh: human cytomegalovirus inhibition; HFF cells, HCMV-luciferase reporter, 72 h; active compounds read low; activity change, negative = inhibition, % at 57.5 µM; 4.5% of 410,000 active; AID 1259415; in the data active = activity change below about -60%; inconclusive = no clear call, values can overlap the other calls; inactive = above about -39%
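Cell-based, HFFs, 1000 cells/well, 16 h 37C; cpds in DMSO + HCMV-luc, MOI 1 PFU/cell; 72 h 37C; OneGlo luminescence after 5 min RT; norm. to buffer vs Salinomycin 10uM.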
AmpC inh detg: AmpC beta-lactamase inhibition with detergent present. AID 485294. AmpC hydrolysis of nitrocefin, absorbance 480 nm, 0.01% Triton. 0.041% of 370,000 active. Potency, µM (top dose mostly 114 µM), without a hit: at the highest dose activity change, negative = inhibition, usual class: inhibitors;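 note: potency is the fitted concentration of half-maximal effect; 0% = no-compound wells and -100% = no-enzyme wells; nearly all actives have a fitted effect of over 25% in size; some results filed as inactive show a strong effect at the top dose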
Target sequence (P00811 whole entry, looked up): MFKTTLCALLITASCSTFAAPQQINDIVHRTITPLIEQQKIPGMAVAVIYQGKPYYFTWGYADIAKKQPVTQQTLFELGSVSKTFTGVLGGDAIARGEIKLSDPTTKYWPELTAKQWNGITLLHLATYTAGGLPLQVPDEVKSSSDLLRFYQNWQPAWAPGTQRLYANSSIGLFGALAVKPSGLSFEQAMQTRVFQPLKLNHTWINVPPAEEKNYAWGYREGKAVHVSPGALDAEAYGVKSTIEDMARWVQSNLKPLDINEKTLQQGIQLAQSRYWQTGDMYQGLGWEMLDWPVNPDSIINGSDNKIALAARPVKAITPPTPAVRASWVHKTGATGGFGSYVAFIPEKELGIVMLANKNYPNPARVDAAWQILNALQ
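20 mM phosphate pH 7.0 + 0.01% (detergent screen) or 0.0001% Triton X-100; 5.3 nM AmpC reagent; cpd preinc 15 min RT; nitrocefin (800 uM stock) to start; A480 q20 s × 4 min; Activity was normalised to no-enzyme and no-compound control wells.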
AmpC inh no detg: inhibitors of E. coli AmpC beta-lactamase without detergent; AmpC nitrocefin hydrolysis, absorbance 480 nm, 0.0001% Triton; Potency, µM (doses to about 57.1 µM), without a hit: at the top dose activity change, negative = inhibition, actives largely listed as inhibitors; 0.52% of 330,000 active; AID 485341;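 note: potency is the fitted concentration of half-maximal effect; plate controls were no compound for no effect and no enzyme for full effect; nearly all actives have a fitted effect of over 20% in size; some results filed as inactive show a strong effect at the top dose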
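AmpC (5.3 nM in the dispensed reagent) in 20 mM phosphate pH 7.0 with 0.01% (detergent screen) or 0.0001% Triton X-100 was preincubated with compounds for 15 min at room temperature. Nitrocefin was then added from an 800 uM solution, and hydrolysis was followed at 480 nm.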
AMA1-RON2 inh: inhibitors of Plasmodium falciparum AMA1-RON2 interaction; Potency, µM (series often up to 58.2 µM), for inactives: at the highest dose activity change, negative = inhibition, usual class: inhibitors; 0.2% of 360,000 active; AID 720542; AlphaScreen AMA1-biotinylated RON2 peptide binding;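 note: potency is the fitted concentration of half-maximal effect; 0% = vehicle wells and -100% = peptide control; nearly all actives have a fitted effect of over 45% in size; some results filed as inactive show a strong effect at the top dose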
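AMA1 (3D7) with his tag at 25 nM final met compounds first, then biotinylated RON2 peptide at 25 nM; detection used donor plus acceptor beads, 10 µg/mL apiece, read by AlphaScreen after 30 min at room temperature.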
LmPK inhibitor: blocks Leishmania mexicana pyruvate kinase activity; Q27686; purified LmPK, Kinase-Glo ATP luminescence, 1 h; Potency, µM (titrated, usually from 57.5 µM), inactives show top-dose activity change, negative = inhibition, actives largely listed as inhibitors; 0.37% of 290,000 active; AID 1721; note: potency is the fitted concentration of half-maximal effect
Target sequence (Q27686 whole entry, looked up): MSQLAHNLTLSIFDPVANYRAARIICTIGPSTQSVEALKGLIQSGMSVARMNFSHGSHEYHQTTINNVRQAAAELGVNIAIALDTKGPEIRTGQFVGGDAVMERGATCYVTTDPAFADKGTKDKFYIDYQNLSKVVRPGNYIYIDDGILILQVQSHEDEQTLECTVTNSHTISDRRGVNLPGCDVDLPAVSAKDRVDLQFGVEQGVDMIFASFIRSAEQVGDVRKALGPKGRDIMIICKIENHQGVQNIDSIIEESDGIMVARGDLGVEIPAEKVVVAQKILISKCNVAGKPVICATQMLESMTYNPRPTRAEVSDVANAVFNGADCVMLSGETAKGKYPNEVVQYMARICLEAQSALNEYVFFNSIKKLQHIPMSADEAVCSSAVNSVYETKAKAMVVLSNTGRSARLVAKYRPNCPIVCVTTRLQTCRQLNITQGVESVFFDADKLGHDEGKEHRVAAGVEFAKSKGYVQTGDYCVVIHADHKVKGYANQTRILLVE
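qHTS format; LmPK 0.1 nM; substrates PEP 0.5 mM and ADP 0.1 mM. One-hour room-temperature incubation, then coupled luciferase luminescence; 0.5 nM enzyme wells mark activation.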
Sm TGR inh: S. mansoni TGR enzyme inhibition | 3% of 360,000 active | Potency, µM (series often up to 114 µM), for inactives: top-dose activity change, negative = inhibition, actives largely listed as inhibitors | purified TGR, DTNB reduction, TNB absorbance 405 nm | AID 485364; note: potency is the fitted concentration of half-maximal effect; nearly all actives have a fitted effect of over 60% in size
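Kinetic colorimetric format: TGR-catalysed, NADPH-driven DTNB reduction monitored via TNB absorbance. Enzyme dispensed at 20 nM; compound exposure 15 min at room temperature before reaction start.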
An asterisk follows results filed as active; ? = inconclusive; · = no result given; [ ] = dose if it differs, or a comment. Unless noted, calls come from the whole dose curve; as a rule, active = well fitted curve in the direction sought with a large enough effect; inconclusive = small, poorly fitted or top-dose-only effect, or another doubt; inactive = no such curve, though single readings can be large; an effect the other way counts as inactive or inconclusive. Unless noted, % is set by controls: 0 for no effect and ±100 for the full control effect.

SMILES | TbPYK inhibitor | HCMV inh | AmpC inh detg | AmpC inh no detg | AMA1-RON2 inh | LmPK inhibitor | Sm TGR inh
C=CCOC(=O)C1=C(C)Nc2nc3ccccc3n2C1c1ccncc1 (stereo not drawn) | -5% | -10 | -4% | 4% | -4% | 1% | -18%
CCCCC(=O)Nc1ccc(C(=O)Nc2nc(CC(=O)OCC)cs2)cc1 | -1% | -10 | 2% | -25% | -7% | 6% | -7%
CCCc1nn2c(=O)cc(COC(=O)c3cccc(NC(=O)COc4ccccc4C)c3)nc2s1 | 0% | 20 | 18% | · | · | · | 6%
COc1cccc(C2C(C(=O)Nc3cccnc3)=C(C)Nc3nc(SCc4ccccc4)nn32)c1 (stereo not drawn) | -8% | 1 | 7% | · | · | · | -1%
Cn1c(CNC2CCCCC2)c(C#N)c2ccccc21 | -11% | 46 | -5% | -12% | 1% | -1% | -14%
COC(=O)CCCNC(=O)c1ccc(S(=O)(=O)NCc2ccco2)cc1 | 1% | -27 | -15% | ? | -7% | · | 2%
CCOC(=O)n1c(=O)n(Cc2cccc(C)c2)c2ccccc21 | -12% | -32 | 3% | -8% | 1% | 1% | 4%
COc1ccc(Cn2c(-c3ccco3)nc3oc4ccccc4c(=O)c3c2=O)cc1 | 1% | -6 | 1% | -20% | -16% | 3% | 1%
COc1ccc(NC(=O)N(C)C[C@H]2OCc3cnnn3CCCC(=O)N([C@@H](C)CO)C[C@H]2C)cc1 | 16% | -4 | · | · | 0% | · | ·
CCOC(=O)c1ccccc1NC(=O)C1CSC2(C)CCC(=O)N12 (stereo not drawn) | 1% | 0 | ? | 17% | 3% | 2% | -2%
COc1cc(CCCN2CCNC[C@@H]2c2ccccc2)cc(OC)c1OC | 7% | -72* | · | -2% | 9% | · | ·
COc1ccc(CNC(=O)c2sc(=O)n(Cc3ccc(C)cc3)c2C)cc1 | -2% | 10 | · | · | -9% | · | ·
Cc1cc(C)cc(NC(=O)C2CCCN2S(=O)(=O)c2ccc3c(c2)CCCC(=O)N3)c1 (stereo not drawn) | -6% | -14 | -3% | · | · | · | -4%
CCC(C)c1ccc(NC(=O)CN(C)CC(=O)Nc2cccc(OC)c2)cc1 (stereo not drawn) | -1% | -7 | 5% | 110%[activator] | -4% | -5% | 5%
O=C(NCCCN1CCOCC1)C(Cl)(Cl)Cl | -14% | -26 | -7% | -55% | 15% | -3% | -11%
Cc1ccc(C(=O)c2ccccc2C(=O)OCC(=O)Nc2ccc(SC(F)F)cc2)cc1 | -1% | -34 | -5% | -25% | -6% | -6% | -8%
COc1ccc(-n2cc(-c3ccccc3)[nH]c2=S)cc1 | ? | 3 | 7% | -24% | 11% | ? | 3%
O=C(NS(=O)(=O)c1ccccc1)c1ccccc1F | -5% | -27 | ? | -23% | 0% | 0% | -7%
Cc1cc(NC(=O)Nc2ccccc2)n(-c2ccccc2)n1 | 0% | 5 | 4% | · | -4% | 0% | 2%
CCc1ccc(NC(=O)C(=O)NCCN2CCN(S(=O)(=O)c3ccccc3)CC2)cc1 | 5% | 4 | 6% | -11% | 5% | 2% | 3%
COc1ccccc1NS(=O)(=O)c1cc(C(=O)NCC2CCCO2)ccc1C (stereo not drawn) | ? | -33 | -1% | -29% | 33%[activator] | · | -3%
O=C(c1ccccc1)c1cccc(C(=O)c2ccccc2)c1 | 9% | · | -4% | -18% | 23% | · | -15%
Cc1ccc(C(=O)OCC(=O)N(C)C2CCS(=O)(=O)C2)cc1S(=O)(=O)N1CCCCC1 (stereo not drawn) | -14% | 6 | ? | 15% | -5% | · | 3%
C[C@@H]1CN([C@H](C)CO)C(=O)CCCn2nncc2CO[C@@H]1CN(C)C(=O)OCc1ccccc1 | 8% | 14 | · | · | 6% | · | ·

Entries of single compounds, looked up by structure. Order of screens: TbPYK inhibitor	HCMV inh	AmpC inh detg	AmpC inh no detg	AMA1-RON2 inh	LmPK inhibitor	Sm TGR inh
`Cc1cc(C)cc(NC(=O)C2CCCN2S(=O)(=O)c2ccc3c(c2)CCCC(=O)N3)c1` (stereo not drawn) across the screens: -6%	-14	-3%	·	·	·	-4%
`O=C(NCCCN1CCOCC1)C(Cl)(Cl)Cl` across the screens: -14%	-26	-7%	-55%	15%	-3%	-11%
`COc1ccccc1NS(=O)(=O)c1cc(C(=O)NCC2CCCO2)ccc1C` (stereo not drawn) across the screens: ?	-33	-1%	-29%	33%[activator]	·	-3%
`Cc1ccc(C(=O)OCC(=O)N(C)C2CCS(=O)(=O)C2)cc1S(=O)(=O)N1CCCCC1` (stereo not drawn) across the screens: -14%	6	?	15%	-5%	·	3%

Additional compounds:
SMILES | TbPYK inhibitor | HCMV inh | AmpC inh detg | AmpC inh no detg | AMA1-RON2 inh | LmPK inhibitor | Sm TGR inh
FC(F)(F)c1cccc(NC(=S)NCc2ccc(Cl)cc2)c1 | 4% | -90* | -13% | -49% | 8% | 1% | -1%
COc1ccc(C(=O)NNC(=O)C(=O)Nc2ccc(C)c(Cl)c2)cc1 | -22% | 1 | -19% | -27%[11.4 µM] | 65%[activator] | 2% | 0%
CCOc1ccc(NC(=O)COc2coc(CN3CCc4ccccc4C3)cc2=O)cc1 | 4% | -37 | 0% | 9% | 4% | · | -8%
Cc1ccc(CCNC(=O)c2cc3c(=O)oc4ccccc4c3s2)cc1 | -2% | 4 | -1% | · | · | · | -2%
O=C(C[n+]1cccc(CNC(=O)c2ccc(OC(F)F)cc2)c1)c1ccccc1 | -1% | -27 | ? | -6%[2.29 µM] | 40%[activator] | 1% | 0%
Cc1ccc(OCC(=O)Oc2ccccc2[N+](=O)[O-])cc1 | -1% | -2 | · | · | 14% | · | ·
O=C(O)c1cccc(C(=O)O)c1Br | 1% | 6 | -18% | 110%[activator] | -3% | -1% | 1%
O=C(COC(=O)c1cccc(S(=O)(=O)N2CCOCC2)c1)Nc1ncc(Cl)cc1Cl | -7% | 6 | -4% | 25% | -5% | · | 7%
[O-]c1n[n+](-c2ccc(Cl)cc2)cc2ccccc12 | -19% | -36 | ? | -25% | 17% | -2% | -30%
CCOc1ccc(N(CC(=O)Nc2cccc(C)c2)S(C)(=O)=O)cc1 | 1% | 93 | 5% | 4% | -24% | 0% | 3%
O=C(Cc1nc2ccccc2[nH]1)c1ccc([N+](=O)[O-])cc1 | 3% | -28 | ? | -36% | 65%[activator] | -3% | -4%
CCc1cccc(NC(=O)CSc2n[nH]c(-c3ccccc3Cl)n2)c1 | -2% | ? | -2% | · | · | · | 7%
CC1CC1C(=O)OCC(=O)Nc1ncc(Cl)cc1Cl (stereo not drawn) | 3% | -11 | -19% | -17% | -22% | · | -13%
CCOc1ccc(-c2cc(C(=O)N3CCN(S(=O)(=O)c4cc(Cl)ccc4OC)CC3)[nH]n2)cc1 | 0%[15.4 µM] | ? | 12% | · | · | · | 5%
CC(C)Cc1nc(C#N)c(N2CCC(C(N)=O)CC2)o1 | 0% | -37 | -6% | -19% | 13%[11.6 µM] | 0% | 2%
Cc1[nH][nH]c(=O)c1C(c1ccc(-c2cccc(C(=O)O)c2)o1)c1c(C)[nH][nH]c1=O | -9% | 28 | 7% | -14% | 10% | 4% | ?
CC(NC(=O)c1cc(S(=O)(=O)N2CCOCC2)cn1C)c1ccccc1 (stereo not drawn) | 2% | 21 | ? | -9% | 15% | 6% | 2%
Cc1cc(C)n(S(=O)(=O)c2ccc3ccccc3c2)n1 | -2% | 35 | ? | -8% | 20% | -2% | -1%
N#C[C@@H]1N(Cc2ccccc2)C(=O)[C@H]2CC3C=CC21O3 (stereo partly drawn) | 6% | 3 | -11% | -18% | 22% | · | -4%
Cc1cc(NCCO)nc(-n2nc(C)cc2C)n1 | -4% | -18 | -2% | -3% | 22% | -1% | -2%
COc1ccc(NC2SC(=O)N(CC(=O)O)C2=O)cc1 (stereo not drawn) | -3% | -3 | -1% | -17% | -2% | 5% | -26%
O=C(Cn1c(=O)n(-c2ccc(F)cc2)c(=O)c2sc3ccccc3c21)N1CCCC1 | 1% | -13 | 2% | · | · | · | 3%
O=S1(=O)C=C(Sc2nnc(-c3ccccc3)o2)c2ccccc21 | ? | · | ? | -25% | 2% | 0% | 0.5µM*
CCOC(=O)c1cnc2nc(Cc3ccccc3)[nH]n2c1=O | 5% | -11 | -7% | -18% | -7% | -10% | -10%
CCn1cc(C(=O)Nc2cccc(Cl)c2)c2cc(OC)c(OC)cc2c1=O | -5% | -22 | 0% | · | · | · | 2%
CCc1ccc(S(=O)(=O)c2nnn3c2nc(NC(C)C)c2cc(Cl)ccc23)cc1 | 3% | 3 | 4% | · | · | · | 1%
Cc1ccccc1-c1nnc(-c2cccs2)o1 | -2% | 62 | 7% | -14% | 9% | ? | 25%
Clc1cccc(Cl)c1COn1nnc2ccccc21 | 4% | 59 | 3% | -33% | 9% | -8% | 9%
Cc1[nH]c2ccc(O)cc2c1CCN | -4% | -5 | ? | -14% | -14% | · | 40µM*
COc1cccc(NC(=O)N(C)C[C@H]2Oc3ncc(Br)cc3C(=O)N([C@H](C)CO)C[C@H]2C)c1 | 4% | 20 | · | · | 0% | · | ·
CC(C)(C)n1ncc2c(=O)n(Cc3cccc(Cl)c3)cnc21 | -1% | 0 | 0% | -18% | 8% | 8% | -5%
C/C(=C/c1ccccc1)C(=O)N1CCN(c2ccc(F)cc2)CC1 | -8% | 11 | -19% | 54% | -4% | 0% | 5%
CN(C)CCN(C(=O)c1ccc(Br)s1)c1nc2cc3c(cc2s1)OCCO3 | -1% | 46 | 1% | -6% | -5% | 5%[11.5 µM] | 4%
CC(=O)Nc1ccc(S(=O)(=O)N[C@@H](C)C(=O)OCC(=O)c2ccc(C)cc2)cc1 | 1% | 36 | · | -20% | -5% | · | ·
O=C1c2ccccc2C(=O)N1CC(O)COc1ccccc1Cl (stereo not drawn) | 3% | -17 | -18% | -12% | -2% | 5% | 9%
CC(=O)c1ccc(NC(=S)NCc2ccco2)cc1 | 5% | 38 | 0% | -23% | 0% | 1% | ·
CCN1CCCc2cc(CN(CCN3CCOCC3)C(=S)Nc3ccc(OC)cc3)ccc21 | -1% | -36 | 4% | 18% | -7% | 1% | 15%
O=[N+]([O-])c1ccc(Nc2ccccc2F)nc1 | -1% | ? | 6% | -26% | 1% | -5% | -3%
O=Cc1ccc(OC(=O)C2CC(=O)N(c3ccc(F)cc3)C2)cc1 (stereo not drawn) | -15% | -5 | -7% | -13% | -3% | 3% | ?
CCc1ccccc1NC(=O)C1CCCC1 | -1% | 25 | · | · | 3% | · | ·
